High-throughput results (PubChem)
Apoferritin bind = candidate novel general anesthetic via apoferritin binding; P02791; apoferritin/1-aminoanthracene competitive binding, fluorescence; Potency, µM (highest dose often 77.5 µM), without a hit: top-dose activity change, negative = displacement, hits mostly inhibitors; actives 0.074% (n = 350,000); AID 485281; also: potency is read from the fitted curve at half-maximal effect; % is scaled to controls: 0 for no effect and ±100 for the full control effect; nearly all actives have a fitted effect of over 20% in size
Target sequence (P02791 2-175 limits assumed): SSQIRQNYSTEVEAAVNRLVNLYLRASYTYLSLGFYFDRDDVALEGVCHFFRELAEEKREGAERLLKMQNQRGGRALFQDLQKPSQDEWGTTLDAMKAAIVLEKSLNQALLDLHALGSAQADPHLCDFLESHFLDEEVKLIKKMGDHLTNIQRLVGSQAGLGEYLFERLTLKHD
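Apoferritin-based anesthetic binding model; compound displacement of fluorescent 1-AMA measured as endpoint fluorescence after 10 minutes at room temperature, scaled to free-ligand and complex controls.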
12-LOX inh = blocks human arachidonate 12S-lipoxygenase | P18054 | Potency, µM (doses to about 108 µM), inactives show top-dose activity change, negative = inhibition, hits mostly inhibitors | actives 1.1% (n = 580,000) | AID 1671190 | purified 12hLO, xylenol orange hydroperoxide absorbance; also: potency is read from the fitted curve at half-maximal effect; % is scaled to controls: 0 for no effect and ±100 for the full control effect
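Purified human 12hLO (150 nM final) in 25 mM Hepes, 0.01% Triton X-100, pH 7.0 was preincubated 15 min at room temperature with compound. Then 40 uM arachidonic acid was added, 30 min. Hydroperoxide was read by Fe-XO absorbance ratio 573/405 nm.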
Pol beta inh = blocks human DNA polymerase beta activity; P06746; actives 1.3% (n = 340,000); Potency, µM (series often up to 114 µM), without a hit: at the highest dose activity change, negative = inhibition, hits mostly inhibitors; Pol beta primer extension/strand displacement, fluorescence kinetic; also: potency is read from the fitted curve at half-maximal effect; % is scaled to controls: 0 for no effect and ±100 for the full control effect
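10 nM enzyme + cpd, 15 min RT; start with substrate 50 nM final; read 0 min and after 10 min RT. Corrected, normalized data; 4-parameter Hill curve fit.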
POLK inh = blocks human DNA polymerase kappa activity; Q9UBT6; purified Pol kappa, fluorescent DNA synthesis assay, 10 min; Potency, µM (top dose mostly 107 µM), for inactives: at the highest dose activity, negative = inhibition, actives largely listed as inhibitors; actives 0.53% (n = 400,000); also: potency is read from the fitted curve at half-maximal effect; % is scaled to controls: 0 for no effect and ±100 for the full control effect
Target sequence (Q9UBT6 whole entry, looked up): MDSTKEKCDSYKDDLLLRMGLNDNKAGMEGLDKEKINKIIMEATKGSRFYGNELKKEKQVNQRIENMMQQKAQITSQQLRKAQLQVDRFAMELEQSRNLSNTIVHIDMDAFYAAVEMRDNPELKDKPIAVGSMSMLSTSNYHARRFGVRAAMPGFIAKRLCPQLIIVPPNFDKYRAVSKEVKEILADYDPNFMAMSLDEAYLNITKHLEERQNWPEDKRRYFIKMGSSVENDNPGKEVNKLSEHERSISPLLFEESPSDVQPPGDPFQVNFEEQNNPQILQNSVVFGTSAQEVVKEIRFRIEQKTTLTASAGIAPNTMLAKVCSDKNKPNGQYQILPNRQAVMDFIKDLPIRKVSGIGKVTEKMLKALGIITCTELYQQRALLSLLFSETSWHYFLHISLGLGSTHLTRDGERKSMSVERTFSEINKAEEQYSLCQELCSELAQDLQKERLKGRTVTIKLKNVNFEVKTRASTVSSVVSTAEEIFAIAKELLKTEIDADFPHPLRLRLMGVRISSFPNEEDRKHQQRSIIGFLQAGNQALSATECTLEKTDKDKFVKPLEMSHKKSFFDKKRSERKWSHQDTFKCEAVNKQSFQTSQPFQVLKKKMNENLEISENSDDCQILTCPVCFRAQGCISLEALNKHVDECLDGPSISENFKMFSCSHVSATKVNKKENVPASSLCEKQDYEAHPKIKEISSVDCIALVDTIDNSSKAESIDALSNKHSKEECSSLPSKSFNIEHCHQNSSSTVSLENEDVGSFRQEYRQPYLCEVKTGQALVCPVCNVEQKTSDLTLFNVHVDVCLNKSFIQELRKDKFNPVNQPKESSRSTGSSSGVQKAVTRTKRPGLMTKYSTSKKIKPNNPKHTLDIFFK
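50 nM final substrate added after 15 min RT preincubation of 10 nM Pol kappa with compound; fluorescence read at 0 and 10 min.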
BLM inh = Bloom syndrome helicase (human) inhibition. actives 0.2% (n = 350,000). AID 2528. Potency, µM (titrated, usually from 56.1 µM), for the others: at the highest dose activity change, negative = inhibition, hits mostly inhibitors. recombinant BLM DNA unwinding, fluorescence dequenching. P54132;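 also: potency is read from the fitted curve at half-maximal effect; plate controls were vehicle for no effect and no enzyme for full effect; nearly all actives have a fitted effect of over 35% in size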
ERG Ets-DNA blk = ERG Ets/DNA interaction inhibition. P11308. fluorescence polarization, His-ERG Ets domain / labelled DNA. actives 0.028% (n = 370,000). Potency, µM (series often up to 76.9 µM), without a hit: at the highest dose FP activity, negative = inhibition, most hits filed as inhibitors. AID 624246; active = well fitted inhibition curve with a large enough effect in the polarisation, with a control signal flat; inconclusive = small, poorly fitted or top-dose-only effect, or effect the other way, or a change in a side signal; inactive = no such curve, though single readings can be large or run the other way; the % refers to the polarisation;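 also: polarization taken with two DNA probes labelled with fluorescein and Texas red; potency is read from the fitted curve at half-maximal effect; % of control where 0% means no effect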
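His-tagged ERG Ets domain (1 uM in the protein solution; 300mM KCl, 50mM Tris-HCl, 1mM EDTA, 1mM DTT, pH 7.5) received compound, then a probe mix of 5 nM fluorescein-DNA and 100nM Texas-615-DNA. Fluorescence polarization was read for both dyes.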
TRHR ag = activates the human TRH receptor | AID 493084 | TRHR cells, calcium flux fluo-8, FDSS agonist mode | actives 0.18% (n = 360,000) | activation, % at 2 µM; in the data active = activation above about 30%; also: 0% is about no effect
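TRHR-expressing cells loaded with fluo-8 calcium dye; 23 nL library compound pin-transferred, kinetic FDSS fluorescence (Ex 480/Em 530) recorded about 180 s for agonist-induced calcium release, before a 10 nM TRH EC20 addition for potentiator mode.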
POLI inh = inhibitors of human DNA polymerase iota | Potency, µM (top dose mostly 115 µM), for the others: at the highest dose activity, negative = inhibition, most hits filed as inhibitors | AID 588590 | actives 1% (n = 390,000) | Pol iota fluorescent replication assay, 10 min | Q9UNA4; also: potency is read from the fitted curve at half-maximal effect
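Fluorescent replication assay read twice, at 0 min and 10 min after adding 50 nM (final) substrate. Enzyme (10 nM) and compounds were first incubated 15 min at room temperature; enzyme-free buffer wells were negative controls.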
APE1 inh = inhibitors of human APE1 endonuclease; P27695; recombinant APE1, TAMRA/BHQ-2 abasic DNA cleavage fluorescence; Potency, µM (series often up to 65.8 µM), for the others: at the highest dose activity change, negative = inhibition, most hits filed as inhibitors; actives 0.35% (n = 350,000);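 also: potency is read from the fitted curve at half-maximal effect; plate controls were vehicle for no effect and reference inhibitor for full effect; nearly all actives have a fitted effect of over 55% in size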
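Compound pre-exposure to 0.75 nM APE1, 15 min at ambient temperature. Reaction initiated with 50 nM TAMRA/BHQ-2 THF substrate, read immediately in kinetic mode, 525 nm excitation, 598 nm emission.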
* marks the source's active call; other numbers are inactive results; ? = inconclusive; . = not tested or not shown; & = joins results of further samples; [ ] = remark or other dose. Unless noted, calls follow the shape of the dose curve; as a rule, active = well fitted curve in the direction sought with a large enough effect; inconclusive = small, poorly fitted or top-dose-only effect, or another doubt; inactive = no such curve, though single readings can be large; an effect the other way counts as inactive or inconclusive. A portion of the library (hit frequency here may not be typical).

SMILES	Apoferritin bind	12-LOX inh	Pol beta inh	POLK inh	BLM inh	ERG Ets-DNA blk	TRHR ag	POLI inh	APE1 inh
Cc1csc(NC(=O)CSC2=NS(=O)(=O)c3cc(F)ccc3N2)n1	.	-28%	.	-17%	.	-5%	0.7	2%	-7%
CCC1(c2ccccc2)NC(=S)N(c2cccc(C)c2C)N1 (centres undefined)	-3%	25µM*	1%	-7%	4%	-2%	0.4	86%[activator]	-19%
CCN(C(=O)CN1CCN(S(=O)(=O)c2ccccc2C(F)(F)F)CC1)c1c(N)n(Cc2ccccc2)c(=O)[nH]c1=O	-8%	-1%	3%	-1%	-1%	-12%	-0.1	33%[activator]	-1%
COc1ccc(Cc2nc3ccc(C(=O)NCCc4ccncc4)cc3o2)cc1OC	-9%	3%	3%	2%	0%	3%	0.0	-3%	-7%
CC1CN(CC(=O)Nc2ccc(S(N)(=O)=O)cc2)CC(C)O1 (centres undefined)	4%	.	1%	-3%	-1%	0%	0.4	140%[activator]	25%
O=C(c1ccc2c(c1)N(Cc1cccc(Cl)c1)C(=O)c1ccccc1S2(=O)=O)N1CCN(c2cccc(C(F)(F)F)c2)CC1	-4%	-19%	28%	-12%[60.1 µM]	-7%	-2%	0.6	23%	.
O=C(Nc1cccc(Cl)c1)C1CCCN(c2nn3cc(-c4ccc(F)cc4)nc3s2)C1 (centres undefined)	0%	?	13%	-4%	-10%	0%	0.9	16%	.
Cc1cc(SCC(=O)Nc2ccc(Cl)cc2)nc2ccccc12	-3%	-5%&-25%	?	6%	0%	-3%	0.2	36%	.
Cc1ccccc1OCC(=O)NCC(c1ccc(Cl)cc1)N1CCOCC1 (centres undefined)	-7%	4%	-2%	0%	-4%	7%	0.5	35%[activator]	.
Cc1ccc(-c2c(NC(=O)c3ccco3)oc3ccccc3c2=O)cc1	4%	4%&9%	-1%	-10%	1%	6%	-0.3	-14%	-14%
CCOc1ccc(NC(=O)C2CCCN(c3nn4cc(-c5ccc(OC)cc5)nc4s3)C2)cc1 (centres undefined)	-4%	-15%	1%	-2%	-8%	2%	0.3	9%	.
Cc1ccc(N(CC(=O)NC(C)c2ccccc2)S(=O)(=O)c2cccs2)cc1 (centres undefined)	-7%	0%	5%	-11%	-1%	.	-1.3	-18%	-3%
COc1ccc(Cn2cnc3c(N)c(C)c(C)cc32)cc1	-8%	-4%	0%	-1%	0%	-12%	0.0	47%[activator]	11%
COc1ccc(C(=O)Nc2ccnn2C2CCN(C(=O)CCC(F)(F)F)CC2)cc1	-11%	?	56%	-4%	-1%	8%	0.2	-3%	-5%
O=C(CSc1nnc(NC(=O)C2CC2)s1)NCc1ccccc1	-8%	22%	8%	-6%	-1%	4%	0.5	51%[activator]	0%
O=C(COC(=O)c1cc(S(=O)(=O)N2CCOCC2)ccc1O)Nc1cc(S(=O)(=O)N2CCCC2)ccc1Cl	-7%	-12%	-14%	0%	-4%	-16%	-0.7	-25%	0%
COc1ccc(CCC(=O)Nc2cccc(S(=O)(=O)N3CCCCCC3)c2)cc1OC	.	3%	.	-6%	.	2%	0.0	-7%	17%
Cc1cccc(NC(=O)N2CCN(Cc3ccc4c(c3)OCO4)CC2)c1C	-10%	-5%	5%	-6%	0%	-1%	0.1	-15%	15%
COCc1c(C(=O)N(C)Cc2ccccc2N2CCCC2)oc2ccccc12	.	-19%	.	-8%	.	7%	1.2	6%	10%
CCOC(=O)C1CCCN(C(=O)C2COc3ccccc3O2)C1 (centres undefined)	.	0%	.	-7%	.	-14%	.	1%	.
O=C(NCc1ccccc1)C1=C[C@H](c2csc3ccccc23)C[C@H](OCCCCO)O1	?	282%[activator]	-13%	0%	-12%	-7%	-0.2	21%	-2%
CCOC(=O)c1ccc(N=c2scc(C)n2CC)cc1	8%	?	3%	-9%	-8%	-1%	-1.1	?	-1%
COc1ccc(Cn2c(=O)c3oc4ccccc4c3n(Cc3ccccc3)c2=O)cc1	-9%	0%	33%	6%	-7%	3%	0.4	18%	.
COc1ccc(C(C)(C)C)cc1NC(=O)CCCN1C(=O)NC(C)(C)C1=O	.	24%	.	-14%	.	-11%	-0.4	20%	19%
Cc1ccc(S(=O)(=O)/N=C(/NNC(=O)c2cccc(Cl)c2)c2ccccc2)cc1	-4%	4%	7%	-7%	-2%	-7%	-0.1	51%[activator]	24%
Cc1ccc(Cl)cc1NC(=O)CN(C)S(=O)(=O)c1ccc2c(c1)n(C)c(=O)c(=O)n2C	-2%	-8%	0%	-4%	-2%	6%	-2.1	24%	.
CC(NC(=O)c1ccc(Br)cc1)c1ccc2c(c1)CCCC2 (centres undefined)	2%	-1%	25%[57.1 µM]	-6%	-4%	12%	-0.5	36%[activator]	-9%
O=C(COc1ccc2c3c(c(=O)oc2c1)CCC3)N1CCCCC1	-9%	11%	50%	-22%	1%	1%	0.5	130%[activator]	-2%
Cc1cccc2nc(CSCc3ccco3)cn12	?	0%	40µM*	-28%	-8%	-2%	0.2	?	-3%
CCc1ccc(NC(=S)NNC(=O)c2ccccc2OC(F)F)cc1	-14%	.	15%	.	3%	.	-0.2	.	-3%
O=S(=O)(NCc1ccc(F)cc1)c1cccc(S(=O)(=O)N2CCOCC2)c1	-22%	4%	1%	-7%	-4%	2%	0.1	-7%	-1%
O=C(NCCCNC(=O)c1ccccn1)c1ccc(Br)cc1	-5%	2%	8%	-20%	-6%	5%	-1.4	18%	55%[activator]
O=C(Cc1csc(Nc2nc(=S)[nH]c3ccccc23)n1)NCc1cccc(Cl)c1	-14%	4%	19%	0%	-4%	-17%	.	18%	5%
COc1cc(C)c(C(=O)Oc2cc(C)c(C(=O)O)c(O)c2C)c(O)c1C	.	?	.	-3%	.	7%	.	?	.
Cc1cc(Cl)ccc1NNC(=O)CCc1ccccc1	3%	?	-18%	2%	-9%	3%	-1.4	179%[activator]	3%
CCOC(=O)C1=C(C)OC(N)=C(C(=O)OCC)C1c1cccnc1 (centres undefined)	-10%	4%	1%	-13%	-6%	-11%	-1.3	5%[58.9 µM]	6%
CCCOc1cc(CN2CCCCC2)cc(C(C)=O)c1	-8%	29%	7%	-6%	-1%	1%	0.4	12%	4%
Clc1ccc(-n2cccc2CN2CCc3c([nH]c4ccccc34)C2c2ccccn2)nc1 (centres undefined)	-17%	-8%	-23%	-8%	1%	-7%	0.5	10%	-2%
COc1ccc(OC)c(S(=O)(=O)N2CCC(C(=O)NC3CC3)CC2)c1	7%	-23%	-11%	?	1%	-8%	0.5	31%[activator]	3%[12.4 µM]
Cc1cc(C)n(-c2ccc(C(=O)N3CCN(S(=O)(=O)c4ccc(C(C)C)cc4)CC3)cc2)n1	.	10%	.	-9%	.	4%	0.7	-10%	-4%
O=C(c1ccc(F)cc1)N1CCN(c2cc(N3CCCCC3)c(F)cc2[N+](=O)[O-])CC1	-20%	4%	1%	-26%	-8%	2%	-0.3	-12%[58.9 µM]	-5%
CC1(c2ccc(OC(F)F)cc2)NC(=O)N(CC(=O)Nc2ccc(N3CCCCC3)cc2)C1=O (centres undefined)	.	-9%	.	-2%	.	2%	5.6	8%	3%
Cc1cccc(NC(=O)CCNC(=O)c2ccco2)c1	1%	8%	4%	-8%	-2%	-2%	0.6	-17%	4%
COc1ccc(C(=O)Nc2nnc(S(=O)(=O)N(CC(C)C)c3ccccc3)s2)cc1	-8%	-17%	-1%	-2%	-6%	-1%	-0.5	?	.
COc1ccc(NC(=O)C2CCN(S(=O)(=O)c3cccc4cccnc34)CC2)cc1OC	10%	-18%	-4%	.	5%	.	-1.1	.	-3%
CCOC(=O)C1=C(C)NC(C)=C(C(=O)OCC)C1c1sccc1C	-3%	-1%	8%	-5%	-14%	10%	1.4	-11%	9%
O=C(NCCCN1CCCC1=O)Nc1ccccc1F	-5%	0%	0%	-10%	-1%	4%	0.1	-3%	7%
COCCNC(=O)c1[nH]c2cc(C)ccc2c1Sc1ccc(Cl)cc1	1%	-18%	2%	-7%	-3%	-6%	-0.4	46%[activator]	.
Cc1nc2ccc(NS(=O)(=O)c3ccccc3F)cc2s1	.	3%	.	-15%	.	-6%	2.2	13%	5%
COC(=O)Nc1ccc(S(=O)(=O)N2CCCC(C(=O)NC3CCS(=O)(=O)C3)C2)cc1 (centres undefined)	0%	-11%	11%	-4%	-1%	1%	-0.5	164%[activator]	-4%
O=C(NCCCc1ccccc1)c1ccccc1	-21%	0%	15%	-4%	-1%	0%	0.0	2%	3%
Cc1ccc(OCCNC(=O)c2ccc(COc3ccccc3)o2)cc1	.	-20%	.	-9%	.	2%	0.5	9%	20%
O=C(CN1CCCCC1)N1N=C(c2cccs2)CC1c1cccs1 (centres undefined)	-14%	-5%	-11%	6%[60.1 µM]	-5%	-4%	0.3	56%[activator]	?
Cc1ccc(CNC(=O)CSCc2ccccc2F)cc1	-15%	0%	-3%	-18%	-9%	2%	-0.8	131%[activator]	24%
CC(C)CCOc1ccc(C(=O)NN2C(=O)NC3(CCCCC3)C2=O)cc1	.	8%	.	-5%	.	9%	-0.3	21%	25%
O=CN1CCN(C(C(=O)NC2CCCC2)c2cc3c(cc2[N+](=O)[O-])OCO3)CC1 (centres undefined)	-11%	1%	20%	-11%	-9%	71%[activator]	0.5	150%[activator]	-7%
CCCOC1CCCN(C(=O)c2ccc(OC3CCN(C(=O)CCOC)CC3)cc2)C1 (centres undefined)	-4%	18%	4%	-12%	-1%	-5%	-0.1	18%	-2%
Nc1ncnc2c1ncn2[C@@H]1O[C@H](CO)C[C@H]1O	.	7%	.	-6%	.	-1%	.	-17%	.
